dFosB act = activators of mouse delta FosB homodimer; P13346; purified delta FosB, TAMRA-CDK5 oligo fluorescence polarization; percent of positive-control signal above neutral wells; activation, % at 25 µM; 0.99% of 340,000 active;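 active means mean activation above about 17%, with every replicate also reaching it, limit read from the data, passing the limit was not always enough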;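 further: fluorescence polarization rise as delta FosB binds a TAMRA Cdk5 AP-1 oligo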
Rtt109 Vps75 = C. albicans Rtt109 histone acetyltransferase inhibition. Q5AAJ8. purified Rtt109/Vps75, ThioGlo CoA-SH fluorescence, 4 h. inhibition, % at 34.9 µM. 0.16% of 330,000 active;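 active means inhibition of at least 50% in every replicate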
Target sequence (Q5AAJ8 whole entry, looked up): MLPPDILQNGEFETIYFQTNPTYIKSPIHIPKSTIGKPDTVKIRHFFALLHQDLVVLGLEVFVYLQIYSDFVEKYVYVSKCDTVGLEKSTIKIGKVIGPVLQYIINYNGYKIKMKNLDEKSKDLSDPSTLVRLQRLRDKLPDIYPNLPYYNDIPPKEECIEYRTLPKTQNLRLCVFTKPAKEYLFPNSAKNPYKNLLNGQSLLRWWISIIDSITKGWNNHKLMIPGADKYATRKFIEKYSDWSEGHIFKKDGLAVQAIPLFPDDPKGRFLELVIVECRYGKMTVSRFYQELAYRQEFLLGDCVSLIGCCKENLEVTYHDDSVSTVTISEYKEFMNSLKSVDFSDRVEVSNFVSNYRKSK
CDK5 p35 inh = inhibitors of human CDK5/p35 kinase. 0.01% of 330,000 active. inhibition, % at 10 µM. Recombinant CDK5/p35, ADP-Glo luminescence, 60 min;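 active means highest replicate inhibition of at least 50% and at least 75% of replicates reaching 50%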;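 further: plate controls were DMSO neutral control for no effect and GW8510 at 10 µM for full effect; many of its hits are not listed in these tables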
Target sequence (Q00535 whole entry, looked up): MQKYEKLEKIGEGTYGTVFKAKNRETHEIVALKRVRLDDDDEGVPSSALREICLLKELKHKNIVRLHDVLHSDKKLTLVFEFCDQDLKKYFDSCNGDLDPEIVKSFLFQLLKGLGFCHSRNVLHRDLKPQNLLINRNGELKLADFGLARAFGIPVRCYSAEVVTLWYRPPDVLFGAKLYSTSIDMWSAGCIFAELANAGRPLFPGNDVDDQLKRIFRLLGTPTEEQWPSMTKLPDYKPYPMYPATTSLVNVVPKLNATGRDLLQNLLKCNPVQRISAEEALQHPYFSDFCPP
Target sequence (Q15078 whole entry, looked up): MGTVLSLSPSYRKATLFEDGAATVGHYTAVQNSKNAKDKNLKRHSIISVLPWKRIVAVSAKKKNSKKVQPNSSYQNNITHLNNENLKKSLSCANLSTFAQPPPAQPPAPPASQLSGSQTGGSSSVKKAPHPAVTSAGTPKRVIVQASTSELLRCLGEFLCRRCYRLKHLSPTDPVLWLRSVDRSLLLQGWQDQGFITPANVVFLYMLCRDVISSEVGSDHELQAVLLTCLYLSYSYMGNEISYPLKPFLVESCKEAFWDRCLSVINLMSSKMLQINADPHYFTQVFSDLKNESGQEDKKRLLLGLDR
RTF Ca sens act = increases calcium sensitivity of human cardiac regulated thin filaments | P19429+P45379 | IANBD-labeled TnC RTF fluorescence at EC20 calcium; 0% EC20 calcium, 100% full calcium | activation, % at 7.2 µM | 0.24% of 340,000 active;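 active means activation above the mean over all tested compounds plus 3 SD, cut at about 30% in these data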;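 further: rise in fluorescence read as greater calcium sensitivity of cardiac thin filaments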
V-ATPase pHluor = yeast V-ATPase proton transport regulation by pHLuorin. S. cerevisiae, pHLuorin cytosolic pH fluorescence. response, % at 10 µM. 0.37% of 350,000 active; in the data active means response mostly above about 7.3%, no sharp cut-off; inactive means mostly below about 5.4%; further: actives read high; inactives centre near 0; some compounds called inactive have numbers as strong as hits; reference of the scale not given here
Wnt act = activates Wnt/beta-catenin signaling in a reporter cell assay | activator, plate reader | activation, % at 9.35 µM | 1.2% of 300,000 active; in the data active means activation above about 30%, passing the limit was not always enough;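 further: 0% = neutral control wells and 100% = positive control wells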
CAL PDZ FP-1 = blocks peptide binding to human CAL PDZ domain | Q9HD26 | purified CAL PDZ, TMR-peptide fluorescence polarization, 1 h | inhibition, % at 20 µM | 0.02% of 330,000 active | AID 504414;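 active means highest replicate inhibition of at least 40%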;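 further: plate controls were DMSO neutral control wells for no effect and unlabeled competitor peptide control wells for full effect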
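System: purified tagged CAL PDZ domain construct (CerCALP). Schedule: 1 h incubation at room temperature before polarization reading. Medium: 25 mM sodium phosphate pH 7.4, 150 mM NaCl, TCEP, IgG, Thesit. Read-out: percent inhibition from loss of millipolarization. Measured by: FP readout, S and P plane fluorescence. Probe or stimulus: fluorescent TMR peptide probe.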
MITF TRPM1 HTS = activators of MITF-driven TRPM1 promoter activity in SK-MEL-5 cells; AID 588334; 0.75% of 300,000 active; activation, % at 12.5 µM; SK-MEL-5 TRPM1-promoter luciferase, 24 h; % of positive control, neutral wells = 0;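 active means mean activation of at least 80% with every replicate also reaching 80%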;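 further: 0% = neutral control wells and 100% = parthenolide positive control wells; values of inactives mirror those of a sister screen read the other way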
Tat transport = blocks Tat-dependent protein export in E. coli; inhibition, % at 10 µM; 0.036% of 340,000 active; E. coli MC4100 TorA-mCherry Tat export, fluorescence;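 active means mean replicate inhibition at least 50% and at least half of replicates individually reaching 50%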;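 further: exported cargo escapes ClpAP degradation while cytoplasmic cargo is degraded and loses fluorescence; 0% = median of neutral control wells and 100% = median of NaSCN control wells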
CAL PDZ FP-2 = inhibitors of human CAL PDZ peptide binding; Q9HD26; purified CAL PDZ, TMR-peptide fluorescence polarization, 1 h; inhibition, % at 24.9 µM; 0.92% of 300,000 active; AID 602252;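 active means mean inhibition of at least 30% with at least half of replicates also reaching 30%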;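 further: 0% = DMSO neutral control and 100% = excess unlabeled competitor peptide PRC23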
Numbers without * were called inactive; x = no result given.

SMILES | dFosB act | Rtt109 Vps75 | CDK5 p35 inh | RTF Ca sens act | V-ATPase pHluor | Wnt act | CAL PDZ FP-1 | MITF TRPM1 HTS | Tat transport | CAL PDZ FP-2
COc1ccccc1C(=O)N/N=C/C(C)=C/c1ccccc1 | -1 | -7 | -0.4 | 0 | -1 | 0 | 8.3 | x | 5 | 35*
Cc1cc(NC(=O)CSc2nc(-c3ccccc3)cs2)no1 | 4 | 7 | 0.1 | 3 | -1 | x | 1.1 | 12 | -4 | 10
CC(C(=O)Nc1ncccn1)(c1ccccc1)c1ccccc1 | -1 | 10 | 1.7 | 7 | -2 | -1 | -1.2 | -8 | 2 | 5
CC(C)(O)C#Cc1ccc(CN2CCCC(CO)(Cc3cccc(Cl)c3)C2)cc1 (stereo unspecified) | -2 | x | 0.0 | -1 | 1 | 0 | -3.0 | -15 | 0 | -1
C=CCN1C(=O)C2(C(C(=O)c3ccc(C)o3)=C(O)C(=O)N2CCCN2CCOCC2)c2ccccc21 (stereo unspecified) | -7 | 2 | 1.4 | 8 | x | x | -0.9 | 10 | 0 | -1
CCCCc1nc(N)c(C#N)c(-c2ccco2)c1CCC | -5 | 2 | 0.1 | 4 | -1 | 0 | -0.8 | -13 | -7 | -2
NC(=O)C1CCN(CC(=O)Nc2ccccc2C(=O)NC2CC2)CC1 | -4 | 7 | 0.5 | 4 | -1 | -3 | -1.7 | -8 | 0 | -1
CC1(C)O[C@@H]2[C@H](O1)[C@@H](CO)O[C@H]2n1cnc2c(=O)[nH]cnc21 | -5 | -10 | 1.1 | -1 | 1 | -5 | -0.5 | -1 | 5 | -3
CCCN1C(=O)COc2ccc(-c3n[nH]c(=O)c4ccccc34)cc21 | -11 | 2 | -0.9 | 1 | 2 | -1 | -0.5 | 5 | 1 | -2
Cc1ccc2nc(-c3ccc(NC(=O)COC(=O)c4ccco4)cc3)sc2c1 | 2 | -6 | -0.4 | 6 | 0 | x | -1.2 | 42 | -3 | 1
O=C(CCNC(=O)c1ccc(Br)cc1)Nc1cccc(S(=O)(=O)N2CCCCC2)c1 | -10 | 1 | -1.6 | 2 | 4 | 1 | -0.3 | -3 | 5 | -5
CC(NC(=O)c1ccc(Br)cc1)C(=O)NC1=NCCS1 (stereo unspecified) | 5 | -1 | -0.2 | 0 | 3 | 2 | -2.1 | 0 | -7 | 1
O=c1ccc(S(=O)(=O)N2CCC(Cc3ccccc3)CC2)c[nH]1 | -2 | -4 | -2.2 | -3 | 4 | x | -0.8 | 1 | 12 | -1
O=C(/C=C/c1ccc(S(=O)(=O)N2CCOCC2)cc1)NCc1ccc(Cl)cc1 | -12 | 8 | 0.8 | 4 | 5 | -4 | -1.3 | 1 | -2 | x
C=CCn1c(/N=C/c2ccc(N(C)C)cc2)nc2ccccc21 | -14 | 3 | -1.7 | 2 | -2 | -2 | -1.1 | -2 | 1 | -2
CCOc1ccc(CN(C)c2ccc(S(=O)(=O)N3CCN(C)CC3)cc2[N+](=O)[O-])cc1OC | -5 | -14 | 0.1 | 1 | 2 | x | 0.8 | x | -11 | -5
COc1ccc2nc(N3C(=O)C(O)=C(C(=O)c4ccco4)C3c3ccco3)sc2c1 (stereo unspecified) | 9 | 3 | 0.7 | -6 | -1 | 2 | -0.4 | -8 | -7 | x
Nc1nonc1-n1nnc(C(=O)N/N=C/c2cccc(Cl)c2)c1-c1cccs1 | 12 | 17 | -0.9 | -2 | -2 | -1 | -3.8 | 3 | -10 | 0
COc1cccc(OCC(=O)NNC(=O)c2cccs2)c1 | 1 | x | 0.0 | -6 | 1 | x | -0.7 | 1 | -4 | -5
COCCNC(=O)Cn1cnc2c(cnn2-c2ccc(C)cc2)c1=O | 2 | 3 | -0.3 | 3 | -2 | 0 | -0.3 | x | -3 | -3

Some of these compounds in order of molecular weight, low to high.
SMILES | dFosB act | Rtt109 Vps75 | CDK5 p35 inh | RTF Ca sens act | V-ATPase pHluor | Wnt act | CAL PDZ FP-1 | MITF TRPM1 HTS | Tat transport | CAL PDZ FP-2
CC(C(=O)Nc1ncccn1)(c1ccccc1)c1ccccc1 | -1 | 10 | 1.7 | 7 | -2 | -1 | -1.2 | -8 | 2 | 5
CC1(C)O[C@@H]2[C@H](O1)[C@@H](CO)O[C@H]2n1cnc2c(=O)[nH]cnc21 | -5 | -10 | 1.1 | -1 | 1 | -5 | -0.5 | -1 | 5 | -3
CCCN1C(=O)COc2ccc(-c3n[nH]c(=O)c4ccccc34)cc21 | -11 | 2 | -0.9 | 1 | 2 | -1 | -0.5 | 5 | 1 | -2
CC(NC(=O)c1ccc(Br)cc1)C(=O)NC1=NCCS1 (stereo unspecified) | 5 | -1 | -0.2 | 0 | 3 | 2 | -2.1 | 0 | -7 | 1
CC(C)(O)C#Cc1ccc(CN2CCCC(CO)(Cc3cccc(Cl)c3)C2)cc1 (stereo unspecified) | -2 | x | 0.0 | -1 | 1 | 0 | -3.0 | -15 | 0 | -1
COc1ccc2nc(N3C(=O)C(O)=C(C(=O)c4ccco4)C3c3ccco3)sc2c1 (stereo unspecified) | 9 | 3 | 0.7 | -6 | -1 | 2 | -0.4 | -8 | -7 | x
CCOc1ccc(CN(C)c2ccc(S(=O)(=O)N3CCN(C)CC3)cc2[N+](=O)[O-])cc1OC | -5 | -14 | 0.1 | 1 | 2 | x | 0.8 | x | -11 | -5

Remaining list, next part.
SMILES | dFosB act | Rtt109 Vps75 | CDK5 p35 inh | RTF Ca sens act | V-ATPase pHluor | Wnt act | CAL PDZ FP-1 | MITF TRPM1 HTS | Tat transport | CAL PDZ FP-2
Cc1cc(NC(=O)Cc2cccs2)no1 | -7 | 6 | 0.3 | -12 | -5 | 4 | 0.2 | -13 | 1 | -2
CC(=O)Nc1ccc(NC(=O)c2c([N+](=O)[O-])c(C(C)(C)C)nn2C)cc1 | -12 | 3 | -1.3 | 6 | 5 | -2 | -0.8 | -12 | 5 | -2
O=C(COc1ccccc1)NC(NC(=S)Nc1ccccc1O)C(Cl)(Cl)Cl (stereo unspecified) | -7 | 11 | 0.7 | 4 | 0 | 0 | -5.0 | -12 | 0 | 1
O=C1NC(NS(=O)(=O)c2ccc(Cl)cc2)(C(F)(F)F)C(=O)N1c1ccccc1 (stereo unspecified) | 5 | -6 | -1.5 | 5 | -1 | -1 | 0.6 | -9 | -2 | -5
CC1(C)Cc2c(cnn2-c2ccc(F)cc2)C(NC(=O)CCN2CCCC2=O)C1 (stereo unspecified) | -9 | 0 | x | 1 | -1 | 17 | -1.5 | 26 | -2 | -3
CCOc1ccc(NC(=O)Cn2cncc2-c2ccc([N+](=O)[O-])cc2)cc1 | -1 | 11 | 2.0 | -6 | -1 | -3 | -0.1 | -34 | -10 | 9
Cc1ccc(NC(=O)NCCCl)cc1S(=O)(=O)N1CCOCC1 | 0 | -24 | 0.0 | -2 | -2 | 0 | -1.9 | -3 | 6 | -2
CCc1ccc(NC(=O)[C@H](Cc2ccccc2)NC(=O)C2CCN(C(=O)[C@@H](N)CC(C)C)CC2)cc1 | -10 | 10 | 0.0 | 4 | 3 | 0 | 0.1 | 7 | 0 | 0
Cc1nc(CCNC(=O)C2CCC(=O)N(Cc3cccc(F)c3)C2)sc1C (stereo unspecified) | 2 | -3 | 0.0 | 4 | 0 | -2 | -0.7 | -2 | 4 | -4
CCN(CC(=O)Nc1c(F)cccc1F)C(=O)Cc1ccc2c(c1)OCCO2 | 6 | -21 | -2.2 | -2 | -1 | -2 | 1.6 | 7 | 7 | -3
CN(C(=O)Cc1ccccc1)n1cnnc1 | 6 | x | 0.5 | -4 | 2 | x | -3.6 | x | 2 | 0
O=C(O)c1ccc(S(=O)(=O)c2ccc(Sc3ccc(C(=O)O)c(C(=O)O)c3)cc2)cc1 | 4 | 0 | -4.8 | 3 | -2 | -2 | -0.1 | 7 | -5 | 6
COc1cc(OC)c(OC)cc1CN1CCN(Cc2cccn2C)CC1 | 3 | 6 | 0.4 | 5 | -1 | -5 | 0.9 | 8 | -12 | -2
O=C(COC(=O)CCc1c[nH]c(=O)[nH]1)Nc1ccccc1 | -9 | 10 | 1.4 | 1 | -5 | 0 | 0.2 | -8 | -11 | -4
COc1ccccc1N(CC(=O)Nc1c(C)n(C)n(-c2ccccc2)c1=O)S(=O)(=O)c1ccccc1 | 0 | 33 | 1.2 | 9 | 0 | 2 | 0.5 | -2 | -2 | -7
Cc1cc(C)cc(CC2CC(=O)N(c3cc(C)on3)C2=O)c1 (stereo unspecified) | -1 | -1 | -0.2 | 0 | -2 | -6 | -0.2 | -7 | 13 | x
CCNC(=S)N1CCN(CCN=CC2=C(O)CC(c3ccco3)CC2=O)CC1 (stereo unspecified) | 2 | 2 | -1.3 | 0 | 0 | x | 0.2 | -11 | 2 | -3
Fc1ccc2c(c1)C(c1ccc(N3CCOCC3)cc1)=NNC(c1cccs1)=N2 | 1 | 0 | -1.6 | -3 | 1 | -1 | -0.3 | 5 | 5 | -1
CC1NC(=O)NC1CCCCCC(=O)Nc1ccc(F)c(Cl)c1 (stereo unspecified) | 0 | -4 | -0.8 | -8 | -2 | -3 | -3.1 | 4 | -6 | -4
CCCC(CCC)c1nc2ccncc2[nH]1 | 5 | 5 | -0.6 | -4 | 1 | x | -2.1 | -9 | -1 | 0
CCOC(=O)c1ccc(NC(=O)c2ccc(NS(C)(=O)=O)cc2)cc1 | -13 | 18 | -0.4 | 6 | 1 | -2 | -4.7 | 19 | -13 | -4
Nc1nc(N)c2cc([N+](=O)[O-])ccc2n1 | 3 | -2 | 2.4 | 5 | -4 | -1 | -0.7 | -8 | 2 | -2
C/C(=N\Nc1nc(N2CCCCC2)nc(N2CCOCC2)n1)c1cccs1 | -11 | -3 | 1.8 | -1 | -2 | -9 | -0.7 | 8 | -6 | -4
CC1CCCC(C)N1C(=O)COC(=O)COc1ccccc1C#N (stereo unspecified) | 1 | -2 | 2.2 | -1 | 0 | 16 | 0.4 | -4 | -8 | -5
COc1ccc(C2/C=C\CN(Cc3ccncc3)CC(=O)N2Cc2ccc(F)cc2)cc1 (stereo unspecified) | -1 | 6 | 2.4 | -6 | -3 | 0 | -1.0 | 1 | -5 | -7
Cc1ccc(C(=O)CCC2CCCC2=O)cc1 (stereo unspecified) | 3 | 1 | -2.0 | -2 | 2 | x | -0.1 | 33 | -10 | 0
COc1cccc(CNC(=O)Cn2c(=O)oc3cc(S(=O)(=O)N4CCCCC4)ccc32)c1 | 7 | 1 | -2.3 | 0 | 6 | -3 | -2.2 | 6 | 4 | -5
CN(C)C(=O)CSc1nc(SCC(=O)N(C)C)n(-c2ccccc2)n1 | 1 | -11 | -1.5 | 2 | 1 | x | 0.3 | -2 | -5 | -5
COc1ccc(O)c(C(=O)c2cnc3onc(C)c3c2)c1 | -8 | 1 | 2.1 | -1 | 0 | x | -2.9 | x | -5 | 0
O=C(CCSCc1cccc(Cl)c1)NCCC1=CCCCC1 | -6 | -7 | 1.2 | 6 | -3 | x | -0.5 | 5 | 16 | -6
